Source: PubChem (several laboratories)
Ecoli WT expand = growth inhibitors of wild-type E. coli, primary screen, strain BW25113, expanded library, OD600. growth inhibition, % at 100 µM. OD600 absorbance. actives 0.15% (n = 98,000). AID 710, 2007;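 active means growth inhibition above about 50% at one test dose, limit read from the data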;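 further: growth measured after 20 h incubation at 37 °C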
PLAP act = PLAP enzyme activators, biochemical, luminescence, HTS; actives 1.2% (n = 96,000); purified PLAP enzyme, luminescent substrate read-out; stronger effect = higher value; activation fold at 20 µM; AID 696, 2007; in the data active means activation fold above about 2
sEH inh = soluble epoxide hydrolase inhibitors, primary screen, biochemical, human sEH. recombinant human sEH enzymatic activity assay. inhibition, % at 2 µM. actives 0.34% (n = 91,000); in the data active means inhibition above about 80%; further: values of inactives mirror those of a sister screen read the other way; many of its hits are not listed in these tables
CD11b adhes inh = inhibitors of CD11b/CD18 adhesion to fibrinogen, primary screen, K562 cells, luminescence | actives 0.54% (n = 93,000) | ATPlite luminescence; Mn2+ added to activate the integrin | Integrin beta-2 (Homo sapiens) + Integrin alpha-M (Homo sapiens), P05107+P11215 | AID 1497, 2009 | inhibition, % at 10 µM;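 active means primary inhibition of 50% or more at 10 µM, then 40% or more on retest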; further: some results filed as inactive read as strong as hits
Target sequence (P05107 whole entry, looked up, other chains not shown): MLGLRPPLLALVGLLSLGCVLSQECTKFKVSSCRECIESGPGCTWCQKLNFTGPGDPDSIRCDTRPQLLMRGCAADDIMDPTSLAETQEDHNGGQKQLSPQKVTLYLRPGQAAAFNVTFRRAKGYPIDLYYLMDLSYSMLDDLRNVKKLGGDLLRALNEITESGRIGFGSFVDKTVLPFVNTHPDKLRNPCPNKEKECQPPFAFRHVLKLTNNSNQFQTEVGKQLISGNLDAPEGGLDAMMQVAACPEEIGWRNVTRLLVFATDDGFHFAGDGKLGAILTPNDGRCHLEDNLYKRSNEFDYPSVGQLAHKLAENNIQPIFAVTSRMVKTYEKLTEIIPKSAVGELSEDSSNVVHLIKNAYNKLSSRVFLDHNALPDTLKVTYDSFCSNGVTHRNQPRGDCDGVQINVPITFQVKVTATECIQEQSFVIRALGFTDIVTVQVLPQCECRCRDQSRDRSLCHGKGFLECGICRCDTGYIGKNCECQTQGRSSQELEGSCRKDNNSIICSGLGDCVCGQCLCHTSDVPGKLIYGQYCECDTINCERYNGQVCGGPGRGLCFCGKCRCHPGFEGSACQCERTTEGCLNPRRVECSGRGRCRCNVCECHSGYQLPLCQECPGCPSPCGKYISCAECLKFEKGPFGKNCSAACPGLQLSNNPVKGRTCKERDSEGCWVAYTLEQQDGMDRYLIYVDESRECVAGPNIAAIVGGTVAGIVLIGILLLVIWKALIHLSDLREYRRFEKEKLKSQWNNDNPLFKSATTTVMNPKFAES
S1P2 agonist = S1P2 receptor agonists, primary screen, cell-based | AID 729, 2007 | S1P2-expressing cell line, agonist reporter read-out | Sphingosine 1-phosphate receptor 2 (Homo sapiens), O95136 | activation, % at 4.5 µM | actives 0.46% (n = 97,000); in the data active means activation above about 16%;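 further: 0% = vehicle low control and 100% = maximal reference agonist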
Target sequence (O95136 whole entry, looked up): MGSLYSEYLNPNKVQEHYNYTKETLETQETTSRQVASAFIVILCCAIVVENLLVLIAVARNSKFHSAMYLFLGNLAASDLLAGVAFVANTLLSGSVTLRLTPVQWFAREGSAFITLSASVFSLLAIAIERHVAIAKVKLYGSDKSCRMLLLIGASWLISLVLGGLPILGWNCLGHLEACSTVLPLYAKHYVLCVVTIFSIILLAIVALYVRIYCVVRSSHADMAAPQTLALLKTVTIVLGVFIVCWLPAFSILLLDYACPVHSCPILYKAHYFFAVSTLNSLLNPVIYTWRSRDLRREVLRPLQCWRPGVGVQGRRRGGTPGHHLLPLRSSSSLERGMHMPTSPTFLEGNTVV
PostGolgi ctrl = growth inhibition of yeast control strain, primary screen, counter-screen for post-Golgi transport modulator project; inhibition, % at 10 µM; efflux-deficient yeast background strain, growth absorbance A615, 16 h; actives 5% (n = 98,000)
sEH activator = soluble epoxide hydrolase activators, primary screen, biochemical, human sEH | actives 0.04% (n = 91,000) | Bifunctional epoxide hydrolase 2 (Homo sapiens), P34913 | purified human sEH enzymatic activity, activator screen | AID 717, 2007 | activation, % at 2 µM; in the data active means activation above about 37%; further: values of inactives mirror those of a sister screen read the other way
S1P2 blocker = human S1P2 receptor antagonists, primary screen, cell-based. Sphingosine 1-phosphate receptor 2 (Homo sapiens), O95136. cell-based S1P2 antagonist assay, inhibition at 5 uM. inhibition, % at 5 µM. actives 0.21% (n = 97,000); in the data active means inhibition above about 45%;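 further: CRE beta-lactamase reporter cells expressing human S1P2 stimulated with S1P; 0% = agonist at EC80 alone and 100% = agonist plus reference antagonist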
PostGolgi yeast = phenotypic screen on post-Golgi transport, primary screen; post-Golgi transport phenotypic cell assay; inhibition, % at 10 µM; actives 0.9% (n = 98,000);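 further: yeast cells grown in 1536-well plates; yeast grown about 18 h at 30C before absorbance read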
The depositor's hits bear a star; . = not tested or not shown. Unless noted, no stated cut-off is given here; in the data, active means inhibition above about 30%; inactive means the rest.

SMILES	Ecoli WT expand	PLAP act	sEH inh	CD11b adhes inh	S1P2 agonist	PostGolgi ctrl	sEH activator	S1P2 blocker	PostGolgi yeast
COc1ccc(C(C)(C)C)cc1NC(=O)C1CC=CCC1C(=O)O (stereo not drawn)	0	1.1	9	4	-4	-8	-10	12	10
c1ccc(-c2noc(CSc3nnnn3C3CCCCC3)n2)cc1	-4	1	.	.	-5	18	.	8	2
Cc1ccc(C)c(Cn2nnc3c(=O)[nH]c(C4CCCN(C(=O)C5CCC5)C4)nc32)c1 (stereo not drawn)	5	1.6	-5	-2	-3	3	6	-7	6
O/N=C1\CC/C(=N\O)c2nn(-c3ccc(Cl)cc3Cl)nc21	0	1.1	-18	6	-1	17	15	-5	0
CCCC(=O)c1cc2ccccc2oc1=O	11	1	9	13	-9	-1	-8	0	-5
COc1ccccc1N1CCN(C/C(C)=C/c2ccccc2)CC1	12	1.3	-13	-2	-4	1	15	18	4
CN(C(=O)c1cccnc1)c1nnc(-c2cccnc2)s1	4	0.9	.	10	.	6	.	.	2
Cc1cc(CSc2ccccc2)ccc1NC(=O)c1ccc(Cl)c([N+](=O)[O-])c1	-7	1	0	-4	-6	10	2	12	0
O=C(Nc1cccnc1)c1cn(-c2ccccc2)nc1-c1cccs1	-2	0.9	15	-8	-5	18	-16	26	-6
Cc1ccc(N(CC(O)CN(C)C)S(=O)(=O)c2ccccc2)cc1 (stereo not drawn)	5	1.2	-1	-18	-3	5	2	-19	-1
COc1ccccc1-n1cnnc1SCC(=O)c1cc(C)n(Cc2cccs2)c1C	-1	1.7	.	41	-1	6	.	16	-9
CCN(CC)S(=O)(=O)c1ccc(C(=O)NCc2ccc3c(c2)cc(C)n3C)cc1	0	1	13	-13	-4	0	-14	30	-3
Cc1cc(Br)c(S(=O)(=O)NCCN2CCOCC2)cc1C	11	0.9	.	-1	-1	13	.	-6	-3
CCOc1ccc(N2C(=O)c3cccnc3C2Nc2ccc(F)cc2)cc1 (stereo not drawn)	1	1.3	2	12	1	13	-2	20	-4
CCCCC(NC(C)=O)c1nc2ccccc2n1CCCC (stereo not drawn)	-4	1.2	.	8	.	14	.	.	-4
CCCC(=O)N=C1SC2CS(=O)(=O)CC2N1c1ccc(C(C)=O)cc1 (stereo not drawn)	-4	1.1	16	0	-6	3	-16	2	15
COC(=O)c1cc(NC(=O)N2c3ccccc3Sc3ccccc32)cc(C(=O)OC)c1	-5	1.3	1	.	-14	4	2	8	0
Cc1ccc(SC(C)C(=O)NCc2cccnc2)cc1 (stereo not drawn)	-3	1	-3	.	-5	3	4	16	7
O=C(CCN1C(=O)c2ccccc2C1=O)Nc1ccc2c(c1)OCCO2	-3	1	-7	.	-2	35*	11	0	-7
Cc1c(C2CC(=O)N(c3ccccc3)C2=O)[nH]n(-c2ccccc2)c1=O (stereo not drawn)	9	1.1	-4	3	-3	-3	4	14	-3
Nc1nncn1C(=O)c1cccs1	-1	1	8	-15	-9	2	-9	6	9
COc1cc(/C=C(\C#N)c2nc3ccccc3[nH]2)c([N+](=O)[O-])cc1OCc1ccccc1	-10	0.9	8	-1	13	28	-9	-13	11
CCOC(=O)c1c(CN2CCN(Cc3ccccc3)CC2)n(C)c2cc(Br)c(OC)cc12	-12	1.4	0	-18	-4	73*	1	-30	2
Cc1ccc(OCCCC(=O)Nc2ccc(N3CCOCC3)cc2)cc1	4	1	18	-15	-4	-1	-19	17	-8
O=C(COC(=O)c1ccco1)Nc1ccc(Br)cc1	1	0.8	-5	-5	-3	17	7	-13	4

Six entries already listed, ordered by the number in PostGolgi yeast, low to high:
| Molecule | PostGolgi yeast |
| --- | --- |
| CCCCC(NC(C)=O)c1nc2ccccc2n1CCCC (stereo not drawn) | -4 |
| Cc1cc(Br)c(S(=O)(=O)NCCN2CCOCC2)cc1C | -3 |
| Cc1ccc(N(CC(O)CN(C)C)S(=O)(=O)c2ccccc2)cc1 (stereo not drawn) | -1 |
| CN(C(=O)c1cccnc1)c1nnc(-c2cccnc2)s1 | 2 |
| O=C(COC(=O)c1ccco1)Nc1ccc(Br)cc1 | 4 |
| Cc1ccc(C)c(Cn2nnc3c(=O)[nH]c(C4CCCN(C(=O)C5CCC5)C4)nc32)c1 (stereo not drawn) | 6 |

3 compounds already listed, ordered by SMILES length, highest first.
SMILES	Ecoli WT expand	PLAP act	sEH inh	CD11b adhes inh	S1P2 agonist	PostGolgi ctrl	sEH activator	S1P2 blocker	PostGolgi yeast
CCOc1ccc(N2C(=O)c3cccnc3C2Nc2ccc(F)cc2)cc1 (stereo not drawn)	1	1.3	2	12	1	13	-2	20	-4
Cc1ccc(SC(C)C(=O)NCc2cccnc2)cc1 (stereo not drawn)	-3	1	-3	.	-5	3	4	16	7
CCCC(=O)c1cc2ccccc2oc1=O	11	1	9	13	-9	-1	-8	0	-5

(list continues)
SMILES	Ecoli WT expand	PLAP act	sEH inh	CD11b adhes inh	S1P2 agonist	PostGolgi ctrl	sEH activator	S1P2 blocker	PostGolgi yeast
CCc1cccc2c(SC(C)C(=O)NCC3CCCO3)nc(-c3ccccc3)nc12 (stereo not drawn)	-9	1.5	-16	8	-3	20	17	11	-6
COc1cccc(NC(=O)c2ccc(CN3CCN(c4ccccc4)CC3)cc2)c1	-5	1.4	-11	.	-2	-4	12	14	37*
CCOC(=O)C1CCCN(C(=O)Cn2nc(CC)n3c(cc4sccc43)c2=O)C1 (stereo not drawn)	5	1.6	.	-5	-4	53*	.	3	-4
CCOc1cc(C)c(Cl)cc1S(=O)(=O)N(CC)CC	6	1.1	-4	4	-7	3	8	-20	-18
CC1(C)Cc2ccccc2-c2nc(NCCO)n(-c3ccccc3)c(=O)c21	5	1.8	.	-6	.	11	.	.	21
CCOC(=O)c1ccc(NC(=S)NC2CC(C)(C)NC(C)(C)C2)cc1	8	1	-1	.	-3	-3	-1	17	24
CS(=O)(=O)N(CC(=O)Nc1cccc(Cl)c1Cl)c1ccccc1	0	1.1	-2	-3	0	-1	4	3	-4
Cc1noc(C)c1S(=O)(=O)N1CCC(C(=O)NCCC2=CCCCC2)CC1	-5	0.9	34	6	-7	5	-32	11	6
O=C(N/N=C/c1cn(-c2ccccc2)nc1-c1ccccc1)c1ccco1	-7	1	.	2	-4	-2	.	11	-3
Clc1ccc(CSc2snnc2-c2ccccc2)c(Cl)c1	-7	0.5	9	7	-6	6	-6	-1	-3
CCOc1ccccc1C(=O)Nc1ccccc1O	3	0.8	-5	-4	-2	17	9	-30	0
O=C(/C=C/c1ccco1)Nc1ccc(Oc2ccccc2)cc1	-1	1	12	.	-5	1	-11	-24	3
COc1ccc(-c2c(NC(C)=O)n(C)c3ccccc3c2=O)cc1	-8	0.9	0	0	-10	3	2	-13	-14
COCCOC(=O)c1c(C)n(C)c2ccc(OC(=O)C3CC3)cc12	-3	1.4	-10	6	-3	7	11	4	-1
Cc1oc2ccc(OCc3ccccc3F)cc2c1C(=O)O	-5	0.9	-9	5	-2	5	7	-13	-7
CS(=O)(=O)Nc1ccc(S(=O)(=O)Nc2nccs2)cc1	-9	0.9	11	-41	-7	5	-8	14	16
O=S(=O)(N/N=C/c1cn(Cc2ccccc2)c2ccccc12)c1ccccc1	-17	1.1	11	23	-11	29	-10	-2	-2
CCOc1cc(C(=O)NC(C)c2ccncc2)cc(OCC)c1OCC (stereo not drawn)	4	1.8	-2	17	-3	3	4	-6	12
CS(=O)(=O)N(Cc1ccc(C(=O)NCc2ccco2)cc1)c1ccccc1	5	1.2	19	.	-4	-9	-19	7	-1
O=C([C@H](Cc1ccccc1)NS(=O)(=O)c1ccc(Cl)cc1)N1CC[C@@]2(O)CCCC[C@H]2C1	9	1.3	-11	.	-10	3	15	-7	-2
FC(F)(F)c1nnc2ccc(N3CCCC3)nn12	-4	1.1	-22	-45	-1	4	22	-1	-9
COc1cc(C(=O)N(Cc2cccnc2)Cc2cc3cc4c(cc3[nH]c2=O)OCCO4)cc(OC)c1OC	5	1.4	-10	.	-10	15	9	18	-6
Cc1ccc(C)c(-n2ccnc2SCC(=O)O)c1	-1	1.1	-12	-9	-4	-5	10	1	-1
CCOC(=O)c1ccc(Cl)c(NC(=O)c2ccc(-c3ccccc3)cc2)c1	-13	1	-4	13	1	1	5	0	-2
Cc1ccc2[nH]c(=O)c(CN(Cc3ccccc3)Cc3nnnn3C3CCCC3)cc2c1	-11	1.6	-13	0	-13	8	14	12	-7

Other compounds:
SMILES	Ecoli WT expand	PLAP act	sEH inh	CD11b adhes inh	S1P2 agonist	PostGolgi ctrl	sEH activator	S1P2 blocker	PostGolgi yeast
CCC(C)(C)NC(=O)C(c1ccc(C)cc1)N(Cc1ccco1)C(=O)Cn1nnc2ccccc21 (stereo not drawn)	.	.	-2	.	-4	.	4	3	.
Cc1ccc(-c2noc(CNc3ccccc3)n2)cc1	.	.	-11	.	1	.	11	0	.
O=C(N1CCN(c2ccccn2)CC1)N1c2ccccc2Sc2ccccc21	-2	1	1	-29	9	85*	1	-6	2
CC(=O)Oc1ccc2ccccc2c1C(NC(=O)Cc1ccccc1)c1ccccc1 (stereo not drawn)	-18	1.4	5	11	-5	22	-6	4	-5
COc1ccc(-c2noc(CCC(=O)NC3CCCCC3)n2)cc1OC	-7	1.5	19	-10	2	2	-17	-2	9
CCOC(=O)N1CCN(c2nc(-c3ccc(OC)cc3)no2)CC1	-5	1.1	9	8	-8	14	-9	8	-2
C1CCN(Cc2nnnn2C2CCCC2)CC1	.	.	11	.	-4	.	-12	-3	.
COc1ccc(NC2C=CS(=O)(=O)C2)cc1 (stereo not drawn)	0	1	9	-16	-1	18	-10	1	1
Cc1cc(NC(=O)C(C)C)ncc1NC(=O)CCc1ccccc1	-6	.	11	.	-3	-4	-10	14	-1
CC(C)Oc1ccc(OCCCN2CCCCCC2)cc1	-1	0.6	-4	-5	-2	20	5	3	27
CS(=O)(=O)N(CCc1ccccc1)CC(=O)N1CCN(c2ccccc2)CC1	-4	1.1	27	-1	0	15	-27	-50	2
O=C(NCc1cccnc1)c1sc2cc(Cl)ccc2c1Cl	12	0.9	9	.	-9	19	-8	4	-18
Cn1nnnc1CCOCCc1nnnn1C	4	0.9	-1	-2	-4	1	2	2	7
CCCn1c(CN2CCCCC2CC)nc2c1c(=O)n(C)c(=O)n2C (stereo not drawn)	-2	1.3	.	16	.	5	.	.	4
Cn1cc(S(=O)(=O)Nc2ccc(F)cc2F)c(=O)n(C)c1=O	-2	0.9	-4	-57	-2	0	3	-15	4
Cc1ccc(C)c(NC(=O)CSc2nnc(-c3ccncc3)n2N)c1	2	0.9	8	10	-4	11	-7	-9	17
NC(=O)Cc1cn(-c2ncc(C(F)(F)F)cc2Cl)c2ccccc12	-2	1.2	5	6	0	5	-5	-15	25
CCOc1ccc(C(=O)Nc2c3c(nn2C(C)(C)C)CSC3)cc1OCC	1	1.3	2	-20	-3	9	0	7	1
Cc1cc(OCC(=O)NCCN2CCOCC2)ccc1Br	8	1.4	5	-22	-2	3	-4	4	3
COC(=O)CC1SC(=O)NC1=Nc1ccc(O)cc1 (stereo not drawn)	1	0.8	6	.	-5	18	-3	11	-4
CCN(C1CCCCC1)S(=O)(=O)c1cc(C)ccc1OC	9	1.4	-9	-4	-2	11	8	1	-3
N#Cc1c(/N=C/c2cccs2)sc2c1CCC2	-15	1	2	34	-4	5	0	6	1
CCc1[nH]nc2c1C1(CCN(C(=O)OCc3ccccc3)CC1)C(C#N)=C(N)O2	-14	.	7	.	-7	1	-4	9	-2
Cc1ccc(-c2cc(C(F)(F)F)n3ncc(C(=O)O)c3n2)cc1	.	.	7	.	-9	.	-5	0	.
CCCCC(=O)Nc1ccc(NC(=O)CCCC)nc1	-6	1	1	1	-3	0	-1	-9	2
Cc1ccc(C(=O)c2coc3ccc(O)c(CN4CCN(C)CC4)c23)cc1	6	1.7	-10	1	-7	13	9	14	3
CCCc1nc(NCC2CCCO2)c2nnn(Cc3ccccc3)c2n1 (stereo not drawn)	.	.	5	.	-1	.	-1	-46	.
O=c1cc(O)nc2n1CCCS2	-5	1	-4	-10	-3	10	1	12	1
N#Cc1cnn(-c2ncnc3sc4c(c23)CCCC4)c1N	6	1.2	-6	46	-2	7	7	-16	2
CC1=C(C)CC2C(=O)N(c3cccc4ccccc34)C(=O)C2C1 (stereo not drawn)	-7	1.1	5	-14	-10	10	-6	-17	-4
